# Screening results as filed in PubChem BioAssay.
# Bcl-xL primary – Bcl-xL (human) inhibition; Q07817; GST-Bcl-xL / FITC-Bim BH3 peptide fluorescence polarization; inhibition, % at 10.9 µM; 0.7% of 320,000 active; AID 2129;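 active = inhibition above the mean of all tested compounds plus 3 SD, cutoff set per campaign, cut at about 30% in these data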;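 also: 0% = DMSO wells and 100% = unlabeled Bim-BH3 peptide competitor; inhibitors lower millipolarization by displacing the labeled peptide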
# PAFAH1B2 FP inh – blocks human PAF acetylhydrolase 1b catalytic subunit 2; P68402; recombinant PAFAH1B2, FP-rhodamine activity probe, fluorescence polarization; inhibition, % at 3.39 µM; 1.2% of 340,000 active; AID 492953;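 active = inhibition above the mean of all tested compounds plus 3 SD, cut at about 24% in these data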;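 also: 0% = enzyme with DMSO and 100% = wells lacking PAFAH1B2; many of its hits are not listed in these tables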
# MEX-5 binding – C. elegans MEX-5 TCR-2 RNA binding activity. Q9XUB2. MEX-5/FITC-TCR2 RNA binding, fluorescence polarization; stronger effect = lower value. activity score (negative = inhibition of binding), % at 10 µM. 0.38% of 300,000 active;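 active = inhibition past about -25% in most replicates, and total fluorescence under double the plate's negative control median, limit read from the data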;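 also: 0% = DMSO and -100% = 5 µM competing unlabeled TCR2 RNA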
# Target sequence (Q9XUB2 whole entry, looked up): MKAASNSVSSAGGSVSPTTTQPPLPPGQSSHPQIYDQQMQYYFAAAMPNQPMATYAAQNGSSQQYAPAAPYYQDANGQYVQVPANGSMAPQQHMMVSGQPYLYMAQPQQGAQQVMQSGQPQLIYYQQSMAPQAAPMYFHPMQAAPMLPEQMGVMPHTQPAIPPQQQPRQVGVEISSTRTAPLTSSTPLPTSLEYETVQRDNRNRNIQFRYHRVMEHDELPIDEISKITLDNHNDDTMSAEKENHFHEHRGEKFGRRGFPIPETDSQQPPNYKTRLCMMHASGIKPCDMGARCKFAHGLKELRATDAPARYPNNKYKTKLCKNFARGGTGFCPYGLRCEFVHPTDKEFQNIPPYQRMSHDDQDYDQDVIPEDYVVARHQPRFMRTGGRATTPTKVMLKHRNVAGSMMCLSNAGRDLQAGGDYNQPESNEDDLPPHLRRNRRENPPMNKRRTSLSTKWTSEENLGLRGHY
# Fam108B counter – counter-screen for RBBP9 inhibitors: inhibitors of mouse Fam108B; recombinant Fam108B, FP-Rh probe fluorescence polarization; inhibition, % at 9.51 µM; 0.33% of 300,000 active;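 active = inhibition above the screen mean inhibition plus 3 SD, computed separately per campaign, cut at about 18% in these data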;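 also: inhibitors lower polarization as less probe binds the enzyme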
# MCL1 BIM primary – inhibitors of human MCL1 binding to BIM-BH3 peptide; GST-MCL1 / FITC-Bim-BH3 fluorescence polarization; inhibition, % at 10.9 µM; 0.68% of 320,000 active; AID 2057;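 active = inhibition above the mean inhibition of all tested compounds plus 3 SD, set per campaign, cut at about 40% in these data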;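 also: 0% = DMSO wells and 100% = unlabeled Bim-BH3 peptide control; higher means more loss of mP so more displacement of Bim peptide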
# PME-1 primary – PME-1 (human) inhibition; Q9Y570; recombinant PME-1, FP-Rh probe fluorescence polarization; inhibition, % at 5.9 µM; 0.53% of 320,000 active; AID 2130;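 active = inhibition above the campaign mean of all compounds plus 3 SD, cut at about 26% in these data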;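 also: competitive labeling of PME-1 active site by serine hydrolase directed probe; 0% = PME-1 with DMSO and 100% = wells lacking PME-1 enzyme; inhibitors block probe labeling so polarization falls and inhibition rises; many of its hits are not listed in these tables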
# AHR act – activates the human aryl hydrocarbon receptor; AID 2796; activation, % at 5 µM; AHR-responsive luciferase reporter cells, luminescence; 2.5% of 320,000 active; in the data active = activation above about 47%;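 also: 0% = vehicle wells and 100% = reference agonist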
# pPAFAH inh – pPAFAH (human) enzyme inhibition. Q13093. recombinant pPAFAH, FP-rhodamine probe fluorescence polarization. inhibition, % at 3.39 µM. 1.5% of 330,000 active;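 active = inhibition above the mean inhibition across the screen plus 3 SD, cut at about 25% in these data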;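 also: inhibitors block binding of the rhodamine activity-based probe so polarization drops; 0% = enzyme with DMSO and 100% = wells lacking pPAFAH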
# GLD-1 TGE inh – GLD-1-TGE RNA interaction inhibition (C. elegans); inhibition, % at 5.96 µM; purified GLD-1 + fluorescein TGE RNA, fluorescence polarization; 0.44% of 320,000 active; Q17339;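 active = percent inhibition above a per-plate cutoff, the plate mean of test compounds plus 3 SD, cut at about 30% in these data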;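 also: 0% = DMSO wells with GLD-1 and probe and 100% = wells lacking GLD-1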
# Target sequence (Q17339 whole entry, looked up): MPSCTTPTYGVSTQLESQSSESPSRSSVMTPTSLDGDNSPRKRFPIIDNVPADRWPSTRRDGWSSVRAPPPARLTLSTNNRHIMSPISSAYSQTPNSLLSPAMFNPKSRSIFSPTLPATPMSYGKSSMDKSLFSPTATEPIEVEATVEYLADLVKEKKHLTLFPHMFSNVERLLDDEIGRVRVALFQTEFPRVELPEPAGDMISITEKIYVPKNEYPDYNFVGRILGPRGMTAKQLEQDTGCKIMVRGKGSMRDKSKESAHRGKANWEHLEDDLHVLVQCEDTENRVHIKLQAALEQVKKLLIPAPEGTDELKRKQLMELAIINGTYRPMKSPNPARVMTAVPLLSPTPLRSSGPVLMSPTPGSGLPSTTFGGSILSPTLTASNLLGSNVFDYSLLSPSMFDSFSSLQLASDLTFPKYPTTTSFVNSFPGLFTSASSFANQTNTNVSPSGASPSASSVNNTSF
# * hit, by the source's call; x = no result given. Not all compounds are listed; the hit share may differ from the screen's.
SMILES,Bcl-xL primary,PAFAH1B2 FP inh,MEX-5 binding,Fam108B counter,MCL1 BIM primary,PME-1 primary,AHR act,pPAFAH inh,GLD-1 TGE inh
Cc1nc(N)nc(Nc2ccc(Cl)cc2)c1Br,7,6,-0.7,0,12,1,92*,-1,7
COc1cc(NC(=O)CNC(=O)Cn2c(C)cc3ccccc3c2=O)cc(OC)c1OC,1,1,0.3,1,5,1,4,1,10
Cc1ccc(C)c(NC(=S)c2ccc3ccccc3n2)c1,3,-1,0.7,5,6,-4,88*,3,3
Cc1ncc(CN=Cc2ccc(Cl)cc2)c(N)n1,4,2,0.1,4,0,-2,4,6,-7
CCOC(=O)Cc1csc(NC(=O)Cc2ccc(C)cc2)n1,4,4,2.0,-4,1,-1,2,-1,4
CCn1cc(C(=O)O)c(=O)c2cc(F)c(N/N=C/c3ccccc3[N+](=O)[O-])cc21,7,-8,0.0,1,-2,-10,3,3,2
Nc1ccccc1SCC1CSc2nc3ccccc3c(=O)n21 (configuration not stated),8,-7,-0.1,4,6,5,-2,4,0
CCCCN1C(=O)C(=O)N(CC(=O)Nc2sc(C)c(C)c2C(=O)OC)C1=O,-6,1,x,x,-3,2,5,-6,-8
O=C(Cc1cccc2ccccc12)NC(=S)Nc1cccc(C(=O)O)c1,3,5,0.1,3,11,2,0,8,0
FC(F)C(F)(F)c1cc(-c2ccccc2)n[nH]1,0,2,-1.4,5,3,-3,0,18,-3
COC(=O)c1ccc(NC(=O)C2CCCO2)cc1 (configuration not stated),4,0,1.4,2,0,4,1,0,0
COc1ccc(CSc2nncn2C)cc1[N+](=O)[O-],6,-6,-1.3,1,10,-8,0,-1,2
CC(NC(=O)c1ccccc1)C(=O)N/N=C/c1ccc(O)cc1 (configuration not stated),0,6,-0.3,1,10,-1,0,3,6
C=CCNC(=O)c1cc(Cl)cc(Cl)c1,-8,5,-2.0,1,-11,-2,0,4,8
Cc1cccc(NC(=O)/C=C/c2ccc(Cl)cc2)n1,9,1,3.4,-1,11,-72,-7,-3,6
CCOc1cc(C(=O)OCC(=O)NCc2ccco2)cc(OCC)c1OCC,6,1,-3.0,-6,1,-1,1,10,-4
O=C1NC(c2ccccc2)=NC1(NS(=O)(=O)c1ccccc1)C(F)(F)F (configuration not stated),1,4,-0.8,-2,1,-4,-2,3,2
O=C(NCC(c1cccnc1)N1CCN(c2ccccc2F)CC1)c1ccco1 (configuration not stated),0,3,-0.2,-6,-1,2,0,-4,6
COc1ccc2[nH]cc(C(=O)CN(C)CCc3ccc(OC)c(OC)c3)c2c1,4,1,0.4,2,0,-5,14,-2,-2
O=C(O)C(Cc1ccccc1)N1C(=O)/C(=C/c2ccccc2)SC1=S (configuration not stated),9,18,2.4,3,18,7,2,13,1
O=C(NCCS(=O)(=O)N1CCN(c2ccccc2)CC1)C1CC1,3,4,-0.1,0,3,-6,1,-5,-1
CCCS(=O)(=O)N1CCN=C1SCc1cccc(C)c1,-2,-4,1.7,0,-1,-6,7,0,-5
N#C/C(=C\c1cccnc1)C(=O)Nc1ccccc1[N+](=O)[O-],34*,13,-0.4,5,36,3,24,26*,24
CCOC(=O)CN1C(=O)N[C@@H](c2ccc(Br)cc2)C(C(=O)OC)=C1C,8,-1,0.1,1,6,-5,4,7,-1
N#Cc1c(-c2ccccc2)c(-c2ccccc2)nn(CC(=O)NNC(=O)Nc2ccc(Cl)cc2)c1=O,3,x,-0.9,-26,2,-31,1,4,7
CCN(CC)S(=O)(=O)c1cccc(C(=O)/C=C2/N(C)c3ccccc3C2(C)C)c1,3,7,1.6,0,3,-5,6,7,0
O=C(Nc1cccc(-c2nn[nH]n2)c1)c1csc2c1CCCC2,7,2,0.7,-3,14,-4,1,-6,-5
Cn1ncc2c(NNC(=O)Cc3ccccc3)ncnc21,-1,5,-35*,-2,-8,-3,4,2,1
O=S(=O)(c1cccs1)N1CCN(CC(O)COc2cc(Cl)ccc2Cl)CC1 (configuration not stated),10,8,x,3,8,-5,-5,4,-5
CCSc1nnc(NC(=O)c2ccccn2)s1,-7,1,-0.1,2,-1,6,-7,-1,3
Cc1cccc(C(=O)NC(=S)Nc2ccc3[nH]c(=O)[nH]c3c2)c1,2,-4,-0.5,-9,8,-25,16,-11,6
O=c1c2c(nc3nc(NCc4cccc(Cl)c4)[nH]n13)CCC2,6,x,0.3,5,-6,-9,0,7,6
O=C(O)CCNC(=O)OCC1c2ccccc2-c2ccccc21,2,2,-1.6,2,-2,4,1,-1,2
CC(C)(C)NC(=O)/C=C/c1cccs1,3,3,-0.4,4,5,5,4,-5,0
CCOC(=O)N1CCN(C(=O)CSCC(=O)Nc2nc(-c3ccc(OC)cc3)cs2)CC1,6,2,0.9,0,0,12,0,5,1
O=C(NCC12CC3CC(CC(C3)C1)C2)c1cc2n(n1)C(C(F)(F)F)CC(c1ccco1)N2 (configuration not stated),6,9,-0.8,-1,5,-7,1,10,4
O=C(CSc1cccc[n+]1[O-])Nc1ccc(N2CCOCC2)cc1,-2,x,-3.9,-3,1,-2,6,-1,5
CCOc1cccc(N2CCN(CCNC(=O)Nc3ccc(C)cc3)CC2)c1C,2,2,0.4,1,0,-1,-3,2,-15
Cc1ccc(NC(=O)CCCc2nc3ccccc3c(=O)[nH]2)c(Cl)c1,2,3,x,x,1,11,-1,3,0
NNC(=O)c1ccc(Cn2cc(Cl)cn2)o1,-2,2,-0.7,-6,6,-7,33,1,-5
CC(C)CCN1C(Nc2ccccc2)=NC[C@@H]1C,4,2,-0.3,-1,4,-2,-5,1,6
CSc1ccccc1NC(=O)c1ccc([N+](=O)[O-])cc1,2,-4,-1.8,0,2,-1,-6,11,-1
COc1cccc(CN(C)C(=O)c2cccc(S(=O)(=O)NCc3ccccc3)c2)c1OC,7,6,0.7,-2,8,1,4,7,-2
CCOC(=O)c1sc(NC(=O)CSc2ncn(-c3ccccc3)n2)nc1C,0,-4,3.5,1,1,0,2,-1,7
O=C(Cn1cc(S(=O)(=O)Cc2ccccc2F)c2ccccc21)N1CCOCC1,3,8,1.3,-1,1,-11,10,-2,7
O=C(N/N=C/c1cc([N+](=O)[O-])ccc1Cl)c1ccc2nc[nH]c2c1,2,8,9.6,-3,-2,-6,3,2,2
O=C(c1ccc(NS(=O)(=O)c2ccccc2)cc1)N1CCN(Cc2ccc3c(c2)OCO3)CC1,6,-3,-0.7,-3,6,2,-1,9,6
CC(=O)Nc1ccc(NC(=O)CSc2n[nH]c(-c3cccs3)n2)cc1,-1,-3,0.8,2,3,2,18,5,-4
COc1ccc(NC(=O)c2cn(-c3ccccc3)nc2-c2ccncc2)cc1,2,5,1.2,0,-1,11,7,3,-2
CCCNCc1cc(OC)c(OCC(=O)Nc2ccccc2)cc1Br,4,-1,0.1,-2,-2,-9,17,2,5
CCCn1c(SCC(=O)Nc2ccc(NC(C)=O)cc2)nc2c1c(=O)n(C)c(=O)n2C,-2,7,2.7,-7,-4,3,4,-7,2
N#Cc1ccc(NC(=O)CN2C(=O)NC(Cc3ccccc3)C2=O)cc1 (configuration not stated),3,7,-2.0,-2,2,-1,-1,3,4
Cc1ccc(C(CNS(=O)(=O)c2ccc(Br)cc2)N2CCN(C)CC2)cc1 (configuration not stated),-3,15,0.3,0,-4,-5,-3,2,-12
O=C(N=C1SC2CS(=O)(=O)CC2N1c1ccccc1)C1CCCCC1 (configuration not stated),0,4,1.7,-2,-4,-3,4,-1,2
CC1(C)CC(=O)C2=C(C1)N(N1CCOCC1)C(N)=C(C#N)C2c1cccs1 (configuration not stated),3,-7,-1.3,-4,7,3,-1,2,-2
COC(=O)C/C=N/N=C1/NC(=O)/C(=C/C(=O)O)S1,6,2,-12,0,12,-2,13,-1,0
CSc1ccccc1NC(=O)COC(=O)c1cnc(C)cn1,x,-2,x,x,x,x,16,-3,5
c1ccc2c(CN3CCOCC3)csc2c1,5,-1,0.1,0,-6,3,-1,3,2
CON=C1CCN(c2ncc(C(F)(F)F)cc2Cl)CC1,5,-2,1.1,10,-1,-10,2,4,7
Cn1c(N)c(C(=O)COC(=O)c2ccc3ccccc3c2)c(=O)n(C)c1=O,x,1,x,x,x,x,-2,-1,3

# Continued.
SMILES,Bcl-xL primary,PAFAH1B2 FP inh,MEX-5 binding,Fam108B counter,MCL1 BIM primary,PME-1 primary,AHR act,pPAFAH inh,GLD-1 TGE inh
CCN(CC)S(=O)(=O)c1cccc(C(=O)NC(C(=O)NCCc2ccccn2)C(C)C)c1 (configuration not stated),x,1,x,x,x,x,0,2,1
COc1ccccc1OCCC(=O)OCC(=O)Nc1ccc(Br)cc1,1,1,-0.9,0,-5,-1,5,20,6
Cc1ccc(N2CC(C(=O)N(C)CC(=O)Nc3ccc(Cl)c(C(F)(F)F)c3)CC2=O)cc1 (configuration not stated),9,7,1.5,0,8,-9,-1,6,11
COc1ccc(N/C=C/C(=C(C#N)C#N)N(C)C)cc1,2,x,-0.9,-4,7,-2,0,8,0
O=C(NCc1cccc(C(F)(F)F)c1)c1cc(Cl)ccc1Cl,5,-4,4.7,2,7,6,0,4,11
O=C(Nn1c(O)c(C=C2N=c3ccccc3=N2)sc1=S)c1ccccc1Cl,0,0,-1.1,3,-4,1,16,-4,2
O=C(Nc1nc2ccccc2[nH]1)c1ccc(OC(F)F)cc1,6,5,1.7,-2,2,-10,-3,4,-3
Cc1ccc2nc(NC(=O)CCNS(=O)(=O)c3cccs3)sc2c1,-4,8,-1.1,-1,0,-9,4,7,-1
CCOC(=O)Cn1cc(C(=O)c2ccco2)c2ccccc21,5,-1,-0.2,2,2,4,1,0,-4
CN(C)c1ccc(N2C(=NC(=O)C3CCCO3)SC3CS(=O)(=O)CC32)cc1 (configuration not stated),4,2,1.6,-1,7,4,8,4,0
Cc1ccc(-c2nn(C)c(=O)c3ccccc23)cc1CN1CCOCC1,6,5,-1.8,1,6,0,7,3,9
CCCSc1nnc(CSc2nc3ccccc3s2)n1-c1ccccc1,4,2,1.8,2,6,13,12,0,1
Cc1nn(C(C)(C)C)c(OC(=O)c2ccc3c(c2)OCO3)c1Sc1ccccc1,0,1,0.1,0,4,-2,6,7,4
Cc1cc(-c2nnc(CCC(=O)NCc3ccc(F)c(F)c3)o2)no1,11,0,-3.2,7,6,-4,-1,3,10
Cc1cc(C(=O)COC(=O)c2cccnc2Cl)c(C)n1CC1CCCO1 (configuration not stated),4,3,1.6,2,3,-2,-1,-3,3
O=C(CN1C(=O)S/C(=C/c2ccc(N3CCOCC3)cc2)C1=O)N1CCOCC1,-19,-3,2.0,5,-49,2,2,4,-46
CC(=O)Nc1ccc(C2=NN(C)C(=NCc3ccccc3)SC2)cc1,4,-1,38,-2,-2,6,-2,8,10
Cc1nn(C)cc1S(=O)(=O)N1CCN(c2cccc(Cl)c2)CC1,5,5,-0.5,-3,6,8,0,4,-3
CN1CCN(c2oc(-c3cccs3)nc2S(=O)(=O)c2ccccc2)CC1,1,0,-0.6,-3,0,5,-1,4,-3
CCOc1ccc(N2C(=O)c3cccnc3C2=O)cc1,7,-1,2.5,-2,4,-10,0,-5,-8
Cc1nn(-c2ccc(F)cc2)c(C)c1CN1CCN(Cc2ccccc2)C(CCO)C1 (configuration not stated),5,3,-1.0,2,-2,3,1,-2,-3
